Compound activity from PubChem.
tuberculosis growth: growth inhibition of non-replicating M. tuberculosis (AID 488890) | Mycobacterium tuberculosis non-replicating, growth inhibition; higher % means a stronger effect | inhibition, % at 25 µM, or IC50 in µM where a hit was titrated | hit rate 0.39% among 320,000; in the data active means a potency from the dose series; inconclusive means inhibition mostly from about 82% at the one dose, without a potency; inactive means the rest, 99 in 100 with inhibition below about 76%;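 further: plate controls were DMSO cells for no effect and high antibiotic wells for full effect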
influenza NS1A: H1N1 influenza NS1A inhibitors, functional cell based assay (AID 504329); NS1A functional cell-based assay, percent inhibition; higher % means a stronger effect; inhibition, % at 12.5 µM; hits with a dose series show IC50 in µM; hit rate 0.3% among 340,000; in the data active means a potency from the dose series; inconclusive means inhibition above about 27% without an active follow-up result; further: strong numbers were not always called active
H37Rv inhibition: M. tuberculosis growth inhibition, HTS (AID 449762); M. tuberculosis H37Rv growth inhibition, 7H9 media; higher % means a stronger effect; inhibition, % at 25 µM, or IC50 in µM where a hit was titrated; hit rate 0.59% among 330,000; in the data active means a potency from the dose series; inconclusive means inhibition above about 70% without an active follow-up result;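 further: bacterial growth assessed after seven days of incubation; strong numbers were not always called active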
Salmonella PhoP GFP: PhoP regulon inhibitors, Salmonella typhi PhoP promoter GFP reporter, confirmatory (AID 1850); Salmonella Typhi PhoP-promoter GFP reporter, fluorescence, 4 h; higher % means a stronger effect; one-dose inhibition, % at 50 µM; IC50 in µM for titrated hits; hit rate 0.33% among 310,000; in the data active means a potency from the dose series; inconclusive means inhibition mostly from about 25% at the one dose, without a potency; inactive means the rest, 99 in 100 with inhibition below about 19%;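 further: 0% = induced wells with vehicle and 100% = uninduced wells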
inhibitors of VEEV: inhibitors of VEEV TC-83 cytopathic effect, confirmation, Vero cells (AID 588727); Vero cells, VEEV TC-83 cytopathic effect inhibition; higher % means a stronger effect; inhibition, % at 20 µM, or IC50 in µM where a hit was titrated; hit rate 0.13% among 350,000; in the data active means a potency from the dose series; inconclusive means inhibition mostly from about 14% at the one dose, without a potency; inactive means the rest, 99 in 100 with inhibition below about 12%; further: strong numbers were not always called active
inhibitors of VEEV 10K pilot screen: recorded beside inhibitors of VEEV, whose call it bears; inhibition, %; measured here: 10K pilot screen inhibition
Starred values were filed as active, the others as inactive; i = inactive; u = inconclusive; x = not tested or not shown.

SMILES | tuberculosis growth | influenza NS1A | H37Rv inhibition | Salmonella PhoP GFP | inhibitors of VEEV | others
N#Cc1nc(-c2ccccc2F)oc1NCCc1ccccc1 | u | 2% | u | -16% | 4.3%
CC(OC(=O)/C=C/c1ccccc1)C(=O)NC1CCCCC1C (stereo unspecified) | -4% | 1% | -4% | x | 2.7%
CC1(C)Nc2ccccc2N(CC(=O)N2CCCCC2)C1=O | -6% | -18% | -4% | -3% | 0.1%
Cc1nn(C)cc1CNC(=O)C1(C)CC1(Cl)Cl (stereo unspecified) | -15% | 2% | -6% | -4% | 1.0%
CC(C)CC1NC(=O)N(CC(=O)N2CCCc3ccccc32)C1=O (stereo unspecified) | -3% | -4% | -3% | 0% | 0.1%
COC(=O)C1Cc2c([nH]c3ccccc23)CN1 (stereo unspecified) | -4% | 7% | -5% | -13% | 7.0% | inhibitors of VEEV 10K pilot screen=6.8
CC(=O)O/C(=C\c1cn(C(C)=O)c2ccccc12)C(=O)O | x | -5% | -14% | -9% | i
C=Cc1ccc(C(=O)N2CCCC(Nc3ccc4c(c3)OCCO4)C2)cc1 (stereo unspecified) | x | 0% | x | x | 6.3%
O=C(O)c1ccc(CSc2nnc(-c3cccnc3)n2-c2ccc(Br)cc2)cc1 | -16% | 0% | -12% | -18% | 1.3%
CCCCC(=O)NC(c1ccc(C(C)C)cc1)c1ccc2cccnc2c1O (stereo unspecified) | -21% | -9% | -3% | -8% | 8.3%
CCOC(=O)CCc1c(C(=O)OCC)[nH]c(CC)c1C(=O)OCc1ccccc1 | 25% | 2% | 4% | 0% | 13%
COC(=O)c1ccc(C(=O)OC)c(=O)[nH]1 | -4% | -5% | 4% | 0% | 0.1%
Cc1oncc1-c1csc(-c2ccccc2)n1 | 65% | -7% | 9% | -7% | 2.4%
COC(=O)c1oc2ccc(Br)cc2c1NC(=O)CCCN1C(=O)c2ccccc2C1=O | x | 26% | -5% | 8% | 0.2%
CC1(C)C2CCC1(C)C(OC(=O)CC(=O)O)C2 (stereo unspecified) | 13% | x | 7% | -12% | x
Cc1cccc2cc(CN(CCN3CCOCC3)C(=O)Nc3ccccc3F)c(=O)[nH]c12 | -12% | 5% | 9% | -5% | 2.3%
c1ccc(COc2nsnc2N2CCOCC2)cc1 | x | >100µM* | -3% | -2% | 5.5%
COc1cc(C2=NOC(C(=O)N3CCCCCC3)C2)cc(OC)c1OC (stereo unspecified) | 9% | -17% | -11% | -10% | 3.4%
Cc1ccc(N/C=C2/Sc3ccccc3NC2=O)cc1 | 21% | -3% | 6% | -13% | i
Cn1c(N)c(C(=O)COC(=O)CNC(=O)c2ccc(Cl)cc2Cl)c(=O)n(C)c1=O | -1% | -2% | -6% | x | 4.0%
O=C(CSc1nnc(-c2ccc(Br)cc2)n1CCc1ccccc1)NC1CCS(=O)(=O)C1 (stereo unspecified) | 2% | 6% | 6% | -4% | 0.1%
O=C(c1ccc(OC2CCN(C(=O)C3CC3)CC2)cc1)N(CCO)Cc1ccccc1 | 2% | -10% | -3% | -10% | 1.9%
COc1ccc2c(c1)-c1c(sn(-c3ccccc3)c1=S)C(C)(C)N2 | 15% | 0% | -3% | -3% | 6.0%
COc1ccc(CNc2ccc(C(=O)O)cc2)cc1 | -2% | 15% | -6% | 21% | i
CN(CC(=O)NCc1ccccc1Cl)S(=O)(=O)c1cccs1 | -10% | 8% | -12% | -11% | 1.3%
COc1ccc(N2CC(NS(=O)(=O)c3cccnc3)CC2=O)cc1OC (stereo unspecified) | -8% | -2% | -1% | -3% | i
CNC(=O)NC(=O)COC(=O)CCCSc1nc2ccccc2s1 | u | -7% | 4% | -10% | 1.4%
CCCc1nn2c(=O)cc(CSCC(=O)Nc3nnc(CC)s3)nc2s1 | 4% | 14% | 5% | -10% | i
O=C(NCCN1CCN(C(=O)c2cccs2)CC1)c1cccs1 | -2% | 2% | -20% | 3% | 0.2%
COc1ccc(C2CC(c3cccs3)=NN2c2ccc(F)cc2)cc1OC (stereo unspecified) | 15% | -6% | 9% | -4% | 1.6%
O=c1c2ccccc2ccc2ccc(P(=O)(O)O)cc12 | -37% | -26% | -8% | x | 0.3%
COc1ccc(N2C(=O)CC(N3CCC(C(N)=O)CC3)C2=O)cc1 (stereo unspecified) | 45% | 0% | -3% | -11% | 1.0%
CCOc1ccc2oc(C(=O)OCC(=O)N3CC(C)OC(C)C3)c(C)c2c1 (stereo unspecified) | 7% | -1% | 2% | x | 2.9%
O=C1CC[C@@H]2C[C@@]3(C[C@@H]4CCN1[C@H]24)Nc1cc([N+](=O)[O-])ccc1NC3=NCc1ccccc1 | x | -3% | x | x | 3.9%
COc1ccc(S(=O)(=O)NN=C2CCCC2)cc1 | 6% | 8% | -3% | -13% | i
CCn1c(COc2ccc(Cl)cc2)nnc1SCc1nc2ccccc2[nH]1 | x | 3% | x | -6% | i
CN1CCCN(Cc2nc(-c3ccc(Cl)cc3)no2)CC1 | 5% | 0% | -6% | 2% | 5.8%
C=Cc1ccc(Cn2nc(-c3ccc(C)cc3)ccc2=O)cc1 | 27% | -9% | 4% | 2% | i
COc1ccccc1-n1cnc2cc(NCc3ccco3)ccc21 | 14% | 6% | 56% | -9% | 9.2%
CC(C)C[C@@H](C(=O)NC1CCN(Cc2ccccc2)CC1)N1C(=O)N2CCc3c([nH]c4ccccc34)[C@@]2(C)C1=O | 62% | 21% | 49% | -4% | 4.9%

Five compounds already listed, sorted by molecular weight, rising.
SMILES | tuberculosis growth | influenza NS1A | H37Rv inhibition | Salmonella PhoP GFP | inhibitors of VEEV | others
COc1ccc(N2C(=O)CC(N3CCC(C(N)=O)CC3)C2=O)cc1 (stereo unspecified) | 45% | 0% | -3% | -11% | 1.0%
CN(CC(=O)NCc1ccccc1Cl)S(=O)(=O)c1cccs1 | -10% | 8% | -12% | -11% | 1.3%
O=C1CC[C@@H]2C[C@@]3(C[C@@H]4CCN1[C@H]24)Nc1cc([N+](=O)[O-])ccc1NC3=NCc1ccccc1 | x | -3% | x | x | 3.9%
O=C(CSc1nnc(-c2ccc(Br)cc2)n1CCc1ccccc1)NC1CCS(=O)(=O)C1 (stereo unspecified) | 2% | 6% | 6% | -4% | 0.1%
CC(C)C[C@@H](C(=O)NC1CCN(Cc2ccccc2)CC1)N1C(=O)N2CCc3c([nH]c4ccccc34)[C@@]2(C)C1=O | 62% | 21% | 49% | -4% | 4.9%

The main list resumes; the 3 compounds before the break are reprinted first.
SMILES | tuberculosis growth | influenza NS1A | H37Rv inhibition | Salmonella PhoP GFP | inhibitors of VEEV | others
C=Cc1ccc(Cn2nc(-c3ccc(C)cc3)ccc2=O)cc1 | 27% | -9% | 4% | 2% | i
COc1ccccc1-n1cnc2cc(NCc3ccco3)ccc21 | 14% | 6% | 56% | -9% | 9.2%
CC(C)C[C@@H](C(=O)NC1CCN(Cc2ccccc2)CC1)N1C(=O)N2CCc3c([nH]c4ccccc34)[C@@]2(C)C1=O | 62% | 21% | 49% | -4% | 4.9%
O=C(O)c1ccc(C2Nc3ccccc3C(=O)N2Cc2ccccc2)cc1 (stereo unspecified) | -13% | 0% | 8% | -10% | 1.0%
CN(C(=O)COC(=O)c1ccc(Cl)nc1)C1CCS(=O)(=O)C1 (stereo unspecified) | -6% | -5% | 1% | 5% | 0.6%
COc1ccc(/C(C)=N\NS(=O)(=O)c2ccccc2)cc1OC | -22% | -7% | 3% | 5% | 1.0%
COc1nccnc1NS(=O)(=O)c1ccc(NC(=S)NC(=O)c2ccc(F)c(F)c2)cc1 | 30% | -6% | 4% | 7% | 0.4%
CCCCn1c(O)c(C=NCCN2CCCCC2)c(=O)[nH]c1=O | 11% | -1% | -1% | 0% | 0.9%
COc1ccc(Cl)cc1C(=O)NC(=S)Nc1nc(C)cc(C)n1 | 77% | -18% | 4% | -4% | 1.4%
CCCS(=O)(=O)c1c(S(=O)(=O)CCC)c2cnccn2c1C(=O)c1ccc(F)cc1 | 26% | 4% | -10% | -7% | i
O=C1c2ccccc2C(=O)c2c([N+](=O)[O-])ccc(O)c21 | 73% | -13% | 5% | -2% | 8.2%
Cc1ccc(CN(C)C(=O)c2ccc(NS(=O)(=O)c3ccc4[nH]c(=O)[nH]c4c3)cc2)cc1 | 7% | -1% | -3% | 1% | 4.6%
Cc1cc(O)c(C(C)C)cc1N=Cc1ccc([N+](=O)[O-])cc1 | x | 11% | x | x | 2.2%
CN1CCNC(=O)C1CC(=O)N1CC=C(c2ccc(F)cc2)CC1 (stereo unspecified) | -24% | -6% | -10% | 5% | 1.0% | inhibitors of VEEV 10K pilot screen=0.5
CNC(=S)NNC(=O)Cc1ccccc1 | -3% | 0% | -6% | 7% | 4.2%
CCOC(=O)c1ccc(NC(=O)CN2CCN(CCN=CC3=C(O)CC(C)(C)CC3=O)CC2)cc1 | x | -27% | x | x | 1.9%
CCN(CC)CCNC(=O)CCN1N=C(c2ccccc2)CCC1=O | -6% | -23% | 0% | -5% | 2.2%
O=C(Nc1ccccc1)c1ccccc1Oc1ccc(C(F)(F)F)cc1[N+](=O)[O-] | 8% | -11% | 11% | 8% | 3.0%
CN(c1ccccc1)S(=O)(=O)c1ccc(Cl)c(C(=O)Nc2ccc(-c3nc4ccccc4[nH]3)cc2)c1 | 35% | -6% | 8% | -2% | 5.5%
CC(C)C(=O)Nc1nnc(COc2ccc(Cl)cc2)s1 | -10% | -1% | 2% | -1% | 0.1%
O=C(NCC1CCCO1)C1CCC(CNS(=O)(=O)c2ccccc2)CC1 (stereo unspecified) | 7% | -8% | 1% | -35% | 0.1%
O=C(N/N=C/c1cn(-c2cccs2)nc1-c1ccccc1)c1ccccc1O | u | -74% | 67% | 0% | 13%
O=[N+]([O-])c1ccccc1N/N=C1\CCc2ccccc21 | 5% | -3% | 6% | 5% | 0.3%
Cc1ccc(C)c(OCC(=O)Nc2c[nH]c(=O)[nH]c2=O)c1 | -4% | -6% | 8% | -6% | 3.9%
Cc1csc(NC(=O)CCC(=O)N(CC(=O)NC2CCCC2)Cc2ccccc2)n1 | -4% | -2% | 3% | 5% | 6.9%
O=C(O)CCC(=O)NCc1c(Cl)cccc1Sc1ccc(Cl)cc1 | 4% | x | 2% | -3% | 1.3%
O=S(=O)(c1ccc(Cl)cc1)c1ccc(Cl)cc1 | 5% | 4% | -1% | x | 2.2%
COc1ccc(-c2cn3cc([N+](=O)[O-])ccc3n2)cc1OC | 31% | -1% | 18µM* | -33% | 4.6%
COc1ccccc1C(=O)OCC(=O)NC(=O)NCc1ccccc1 | 50% | 0% | -3% | -4% | 0.2%
CCCN1CCN(S(=O)(=O)c2ccc3c(c2)CCC(=O)N3)CC1 | 20% | -15% | 9% | x | i
COc1cccc(C(=O)NC(=S)Nc2ccccc2N2CCOCC2)c1 | 40% | -9% | 2% | -11% | 7.7%
Cc1ccc(S(=O)(=O)/N=C2\SC(CC(=O)Nc3ccc(F)cc3)C(=O)N2c2ccccc2)cc1 (stereo unspecified) | 42% | 12% | 6% | -6% | 0.3%
COc1ccc2c(c1)C(NC(=O)C(F)(F)F)CC2=O (stereo unspecified) | -1% | -1% | 7% | 19% | 2.9%
Cc1ccc(C(=O)OCC(=O)N2CCC(c3ccccc3)=N2)cc1 | 31% | -18% | -1% | x | 6.0%
CN(Cc1cccs1)C(=O)C1CCN(S(=O)(=O)c2ccccc2)CC1 | x | -7% | 0% | x | i
NS(=O)(=O)c1cc(C2(O)NC(=O)c3ccccc32)ccc1Cl (stereo unspecified) | -6% | 1% | 5% | 4% | 0.2%
COc1ccccc1NC(=S)N(Cc1ccccc1)Cc1ccccn1 | 36% | -1% | -7% | 3% | 0.3% | inhibitors of VEEV 10K pilot screen=0.7
CC(O)[C@@H](NC(=O)C1CCC(CNC(=O)[C@H](Cc2ccccc2)NC(=O)OC(C)(C)C)CC1)C(=O)O (stereo partly specified) | -5% | -3% | 4% | 11% | 0.3%
O=C(NCC1CCCN(Cc2cccc(OCCO)c2)C1)c1ccc(F)cc1 (stereo unspecified) | 0% | -5% | 1% | -6% | 0.8%
CCOc1ccc2nc(NC(=O)CSc3nc4c(c(=O)n(C)c(=O)n4C)n3C(C)C)sc2c1 | 11% | -7% | 25% | -6% | 7.3%
Cc1ccc(SCC(=O)Nc2c(Br)cnn2C)cc1 | -2% | -1% | 3% | 3% | i
O=C(CCC(=O)N1CCN(c2ccccc2F)CC1)N1CCN(c2ccc(F)cc2)CC1 | 68% | -7% | 7% | -4% | i
COc1cccc(-c2nc(C(=O)NCC3CCCO3)cc3c2[nH]c2ccccc23)c1 (stereo unspecified) | 37% | 1% | 1% | -11% | 13%
CCCS(=O)(=O)NCCc1cc2c(C)ccc(C)c2[nH]c1=O | -1% | 0% | -4% | x | 11%
